Screening results from PubChem BioAssay.
EPAC1 ag: qHTS for Agonist of cAMP-regulated guanine nucleotide exchange factor 3 (EPAC1): primary screen; Rap guanine nucleotide exchange factor 3 (Homo sapiens), O95398; EPAC1 agonist qHTS, biochemical assay; response scale: 100% = response to 6.5 mM cAMP; Potency, µM (titrated, usually from 154 µM), inactives show at the top dose activation, most hits filed as activators; 360,000 tested, 0.073% active; AID 720707, 2013; further: potency means the concentration at half of the fitted maximal effect; nearly all actives have a fitted effect of over 60% in size
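Read-out is the fluorescence drop as BODIPY-GDP leaves Rap1B (480 nm excitation, 540 nm emission), recorded every 5 minutes over 30 minutes. Reactions held 100 nM EPAC1, 250 nM Rap1B–BODIPY-GDP and 50 uM GDP, with 6.5 mM cAMP setting full activation.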
CCT modulator: High-Throughput Screening for Modulators of Cytosolic Chaperonin Activity; 360,000 tested, 0.3% active; activity change, % (test concentration not listed), hits read low; purified chaperonin ATPase assay, HTRF ADP detection, 30 min; in the data active means activity change below about -30%; further: on the % scale 0 is the no-effect control and ±100 the full control effect
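First, chaperonin was dispensed at 40 nM or 20 nM final depending on batch activity. Next, compounds were pinned at 76 uM and ATP added at 10 uM. After 30 min at 37 °C, ADP detection reagents ran 30 min at ambient temperature.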
PI5P4Ka inh: qHTS for Inhibitors of phosphatidylinositol 5-phosphate 4-kinase (PI5P4K); max response, %; PI5P4Kalpha enzyme, ADP-Glo luminescence, 60 min; active compounds read low; 330,000 tested, 1.2% active; active means max response of -50% or lower; inconclusive means between -30% and -50%; inactive means -30% or higher; further: value at the top dose of about 77 µM; on the % scale 0 is the no-effect control and ±100 the full control effect
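qHTS, 1536-well: enzyme/substrate mix, compound by pin tool, 5 microM ATP final; RT 60 min; ADP-Glo reagents 1 (45 min) then 2 (30 min); luminescence.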
EPAC1 antagonist: qHTS for Antagonist of cAMP-regulated guanine nucleotide exchange factor 3 (EPAC1): primary screen; Rap guanine nucleotide exchange factor 3 (Homo sapiens), O95398; Potency, µM (series often up to 115 µM), for the others: top-dose activity change, negative = inhibition, usual class: inhibitors; EPAC1 GEF assay, Rap1b-BODIPY-GDP exchange fluorescence; AID 720709, 2013; 360,000 tested, 0.14% active;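 further: potency means the concentration at half of the fitted maximal effect; plate controls were vehicle for no effect and positive control for full effect; nearly all actives have a fitted effect of over 50% in size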
PLK1 PBD inh: qHTS for Inhibitors of PLK1-PDB (polo-like kinase 1 - polo-box domain): Primary Screen. Serine/threonine-protein kinase PLK1 (Homo sapiens), P53350. Plk1 PBD binding of FITC phosphopeptide, fluorescence polarization. Potency, µM, for the others: max response, negative = inhibition, hits mostly inhibitors. 360,000 tested, 2.8% active. AID 720504, 2013; further: potency means the concentration at half of the fitted maximal effect; series mostly up to about 57 µM; on the % scale 0 is the no-effect control and ±100 the full control effect; nearly all actives have a fitted effect of over 65% in size
EPAC2 antagonist: qHTS for Antagonist of cAMP-regulated guanine nucleotide exchange factor 2 (EPAC2): primary screen | Rap guanine nucleotide exchange factor 4 (Homo sapiens), Q8WZA2 | EPAC2 GEF exchange of Rap1B-BODIPY-GDP, fluorescence | Potency, µM (series often up to 114 µM), for the others: at the highest dose activity, negative = inhibition, most hits filed as inhibitors | 360,000 tested, 0.18% active | AID 720708, 2013; further: potency means the concentration at half of the fitted maximal effect; on the % scale 0 is the no-effect control and ±100 the full control effect; nearly all actives have a fitted effect of over 45% in size; many of its hits are not listed in these tables
MmCpn inh: Inhibitors of TCP-1 ring complex (TRiC) of Methanococcus maripaludis (MmCpn): qHTS; purified Mm-Cpn ATPase, ADP Transcreener TR-FRET; Potency, µM (series often up to 76.9 µM), for inactives: at the top dose activity, negative = inhibition, actives largely listed as inhibitors; 330,000 tested, 0.031% active; AID 504842, 2011; further: potency means the concentration at half of the fitted maximal effect; on the % scale 0 is the no-effect control and ±100 the full control effect; nearly all actives have a fitted effect of over 80% in size
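Measured: ADP formation by purified Mm-CPN. Conditions: 25 nM protein, 10 uM ATP, Tris pH 7.4 with Mg2+, K+ and DTT, 37°C for 30 min. Detection: Transcreener HTRF after 30 min at room temperature.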
WRN inhibitor: qHTS for Inhibitors of WRN Helicase; Bifunctional 3'-5' exonuclease/ATP-dependent helicase WRN (Homo sapiens), Q14191; WRN helicase unwinding, fluorescent forked duplex, kinetic; Potency, µM (titrated, usually from 114 µM), for the others: top-dose activity change, negative = inhibition, hits mostly inhibitors; 360,000 tested, 0.46% active; further: potency means the concentration at half of the fitted maximal effect; on the % scale 0 is the no-effect control and ±100 the full control effect; nearly all actives have a fitted effect of over 55% in size
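WRN at 20 nM final preincubated with compound 15 min at room temperature; reaction started with 100 nM fluorophore/quencher forked duplex oligonucleotide and 2 mM ATP final. Unwinding followed kinetically by red fluorescence (ex 525, em 598 nm).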
The depositor's hits bear a star; ? = inconclusive; · = no result given; [ ] = another dose, or the depositor's remark. Unless noted, the call rests on the fitted dose curve; in most records, active means well fitted curve in the direction sought with a large enough effect; inconclusive means small, poorly fitted or top-dose-only effect, or another doubt; inactive means no such curve, though single readings can be large; an effect the other way counts as inactive or inconclusive. This is a subset (hit frequency here may not be typical).

PLK1 PBD inh	CCT modulator	MmCpn inh	PI5P4Ka inh	EPAC2 antagonist	EPAC1 antagonist	WRN inhibitor	EPAC1 ag	Compound
-10%	-0.6	-6%	6	-5%	1%	-19%	11%	COc1cc(C=O)ccc1OCCCOc1ccc([N+](=O)[O-])cc1
1%	0.4	-5%	10	2%	-6%	-3%	5%	CN(Cc1ccccc1)C(=O)c1[nH]cnc1C(=O)Nc1ccon1
2%	0.8	2%	2	0%	-10%	-1%	-3%	C=CCn1c(O)c(N=O)c2ccccc21
-27%	0.6	-8%	4	11%	-1%	2%[57.1 µM]	5%	CCOC(=O)c1sc2nc3c(SCC(=O)O)cc(C(=O)c4ccccc4O)cn3c(=O)c2c1C
-9%	-1.1	-6%	8	-14%	-6%	-22%	-12%	CC(C)(c1ccccc1)c1ccc(OCC(O)CNC2CCN(Cc3ccccc3)CC2)cc1 (stereo not given)
-6%	-1.8	-1%	-7	1%	-16%	-1%	7%	CC(NC(=O)C(C)N1C(=O)c2ccccc2C1=O)c1ccccc1 (stereo not given)
-4%	1.2	-15%	3	-2%	1%	-21%[57.1 µM]	7%	O=c1c2ccccc2[nH]c(=S)n1CCc1ccccc1
2%	-1.8	1%	-2	2%	18%	1%	2%	O=C(O)c1ccccc1/C=N/NC(=S)NCc1ccccc1
0%	-0.1	-2%	-2	4%	-1%	-3%	2%	Cc1cc(NC(=O)NC2CC(=O)N(c3ccc4c(c3)OCCO4)C2)no1 (stereo not given)
-7%	5.1	1%	·	10%	-3%	-4%	6%	Cc1nn(CC(=O)O)c(C)c1Cl
-3%	-0.4	1%	·	14%	5%	-3%	2%	CCCCOC(=O)Nc1ccc(S(=O)(=O)Nc2nc(C)cc(C)n2)cc1
2%	-0.7	-1%	-3	-5%	-17%	-8%	3%	O=C(Nc1ccc(NC(=O)c2cccnc2Cl)cc1)c1cccc(Cl)c1
?	-0.2	-3%	2	28%	-2%	-20%	100µM*	CCN(CC)c1ccc(/C=C(\C#N)C(=O)NCc2ccccc2)cc1
-7%	-4.5	-6%	2	0%	?	1%	-2%	CSCCNC(=O)c1ccc2nc(C3CCCCC3)oc2c1
-11%	-3.4	-1%	0	0%	-3%	7%	3%	COc1ccc2[nH]cc(C(O)CN3CCC(C(N)=O)CC3)c2c1 (stereo not given)
-7%	2.1	1%	·	11%	8%	10%	2%	O=C(CC(C(=O)N1CCc2ccccc21)n1ccnc1)NCC1CCCO1 (stereo not given)

Reprinted from the part before: 2 entries, then new ones.
PLK1 PBD inh	CCT modulator	MmCpn inh	PI5P4Ka inh	EPAC2 antagonist	EPAC1 antagonist	WRN inhibitor	EPAC1 ag	Compound
-11%	-3.4	-1%	0	0%	-3%	7%	3%	COc1ccc2[nH]cc(C(O)CN3CCC(C(N)=O)CC3)c2c1 (stereo not given)
-7%	2.1	1%	·	11%	8%	10%	2%	O=C(CC(C(=O)N1CCc2ccccc21)n1ccnc1)NCC1CCCO1 (stereo not given)
6%	-1.9	1%	2	-2%	13%	-23%	14%	Cc1ccc(C)c(N2C(=O)c3ccc(C(=O)OCC(=O)c4c(N)n(C)c(=O)n(C)c4=O)cc3C2=O)c1
-12%	-3.8	-4%	3	2%	5%	2%	10%	Cc1ccc(-n2c(SCC(=O)O)nc3sc4c(c3c2=O)CCCC4)cc1
-9%	-0.5	·	8	2%	-5%	-4%	2%	CCCCCCCCN1C(=O)[C@H](CC(=O)NCC23CC4CC(CC(C4)C2)C3)C[C@@]2(C(=O)OC)CCCCC=C12
?	-0.7	-1%	-6	?	-18%	-6%[57.1 µM]	-10%	Cc1ccc(-n2c(=S)sc3c(=O)n(-c4ccccc4F)c(SCC(=O)O)nc32)cc1C
-3%	-15	-2%	0	-4%	-10%	-5%	-11%	CC(C)C(NS(=O)(=O)c1cccc2nsnc12)C(=O)Nc1nc2ccc(Cl)cc2s1 (stereo not given)
-4%	-0.5	-2%	·	16%	16%	-16%	-15%	CCCn1c(-c2ccc(OC)cc2)nc2nc3ccccc3nc21
-28%	-2.0	-1%	2	-3%	-3%	-4%	7%	FC(F)(F)c1cccc(-c2ccc(-c3csnn3)o2)c1
2%	-1.6	-4%	3	7%	-4%	6%	-8%	CCn1c(C)nc2cc(C(=O)NNC(=O)CN(C)S(=O)(=O)c3ccc(NC(C)=O)cc3)ccc21
-8%	0.9	-1%	-1	-12%	-14%	-10%	0%	CCc1cc(=O)oc2c(C)c(OC(C)C(=O)NCC3CCC(C(=O)O)CC3)ccc12 (stereo not given)
-6%	-0.6	1%	·	11%	11%	-8%	10%	Cc1cccc(N2C(=O)CS/C2=N\NC(=O)c2ccc(Br)cc2)c1C
-3%	-0.5	0%	-5	6%	3%	-8%	8%	COc1ccc(CCC(=O)N2CCN(S(=O)(=O)c3cccs3)CC2)cc1
21µM*	-0.5	1%	3	1%	-11%	0%[57.1 µM]	5%	Cc1ccccc1OCC(=O)NNC(=O)CSc1nc(N)cc(N)n1
3%	-0.6	1%	5	-10%	-20%	-9%	9%	O=C(CN1CCN(S(=O)(=O)c2ccccc2)CC1)Nc1ccc(Cl)c(Cl)c1
1%	-2.0	-3%	-1	4%	6%	3%	3%	O=C(C1=C(O)C(=O)N(CCN2CCOCC2)C1c1ccc(F)cc1)c1cccs1 (stereo not given)
-1%	0.0	1%	-6	0%	16%	0%[57.1 µM]	-3%	O=C(Nc1cccc(NC(=O)c2ccccc2F)c1)c1ccccc1
-3%	-1.1	-3%	-10	2%	-27%	0%	-1%	CCCCOc1ccc(C(=O)Oc2cc(C)[nH]c(=O)c2[N+](=O)[O-])cc1
-6%	0.0	0%	0	-1%	-2%	4%	10%	CN(C)S(=O)(=O)c1ccc(N2CCCC2)c(C(=O)NCc2cccc(C(F)(F)F)c2)c1
6%	-2.1	-2%	-4	2%	-20%	-15%	-7%	CC(=O)c1cccc(NC(=O)C2CC(=O)N(C3CCCC3)C2)c1 (stereo not given)
1%	-0.7	-5%	6	10%	-14%	-4%	4%	CCOCCc1c(O)nc(SC)[nH]c1=O
?	-1.5	0%	-4	-2%	8%	-5%	-1%	COC(=O)c1ccc(OCCOc2ccc(C(=O)OC)cc2)cc1
-8%	-3.4	-4%	·	13%	8%	-8%	0%	CC1=C(C(=O)Nc2ccccc2)C(c2ccco2)C(C#N)=C(SCC(N)=O)N1 (stereo not given)
-18%	-2.0	-4%	19	-12%	-6%	-5%	-2%	CC(=O)Nc1ccc(C(=O)OCc2ccc(F)cc2Cl)cc1
-9%	-0.8	-3%	-8	26%	22%	-12%	-7%	CCCCCCC(=O)Nc1ccc(C(=O)N/N=C/c2cccnc2)cc1
27µM*	-3.3	2%	-28	5%	?	-29%	6%	O=C(CSc1nncc(=O)[nH]1)NCc1ccccc1

Some of the entries above in another layout:
Value order – PLK1 PBD inh	CCT modulator	MmCpn inh	PI5P4Ka inh	EPAC2 antagonist	EPAC1 antagonist	WRN inhibitor	EPAC1 ag
COC(=O)c1ccc(OCCOc2ccc(C(=O)OC)cc2)cc1
 : ?	-1.5	0%	-4	-2%	8%	-5%	-1%
CC1=C(C(=O)Nc2ccccc2)C(c2ccco2)C(C#N)=C(SCC(N)=O)N1 (stereo not given)
 : -8%	-3.4	-4%	·	13%	8%	-8%	0%
CC(=O)Nc1ccc(C(=O)OCc2ccc(F)cc2Cl)cc1
 : -18%	-2.0	-4%	19	-12%	-6%	-5%	-2%

Additional compounds follow.
PLK1 PBD inh	CCT modulator	MmCpn inh	PI5P4Ka inh	EPAC2 antagonist	EPAC1 antagonist	WRN inhibitor	EPAC1 ag	Compound
-20%	-0.9	1%	-16	-5%	-20%	-9%	-15%	NS(=O)(=O)c1ccc(NC2=CC(c3ccc([N+](=O)[O-])cc3)N(c3ccc(S(N)(=O)=O)cc3)C2=O)cc1 (stereo not given)
?	-0.2	-2%	?	-3%	-22%	?	5%	O=C(COC(=O)c1ccccc1Oc1ccccc1)NCc1ccco1
-5%	-1.0	-2%	-2	-2%	-12%	6%	9%	C=CCn1c(=N)c(C(=O)NCCCOC)cc2c(=O)n3cc(C)ccc3nc21
?	-3.3	-1%	?	2%	2%	?	6%	CC1CN(C(=S)c2cccc([N+](=O)[O-])c2)CC(C)O1 (stereo not given)
-3%	1.9	3%	0	-3%	-4%	-4%	7%	COc1ccc(N2CCN(C(=O)c3ccc(C(C)(C)C)cc3)CC2)cc1
3%	0.5	-2%	-4	5%	-13%	2%	-8%	O=C(O)CC/C(=N\NC(=O)CNC(=O)c1ccc(F)cc1)c1ccccc1
-10%	-2.0	-3%	2	-8%	-19%	-3%	-8%	O=C(NC1CC(=O)N(c2ccccc2)C1)C(=O)c1c[nH]c2ccccc12 (stereo not given)
-11%	-1.6	·	3	-2%	8%	-6%	-4%	C[C@H](CO)N1C[C@H](C)[C@H](CN(C)C(=O)c2ccc3ccn(C)c3c2)OCc2cnnn2CCCC1=O
1%	-2.1	?	·	4%	0%	-1%	-3%	c1cncc(-c2nnc3n2C2(CCCCC2)Cc2ccccc2-3)c1
-2%	1.7	-1%	·	3%	9%	-4%	7%	COc1ccc(OC)c(NC(=O)CCN2CCCC(C)C2)c1 (stereo not given)
2%	-1.9	-1%	1	-9%	8%	1%[57.1 µM]	10%	COc1ccccc1CNC(=O)CN(C)S(=O)(=O)c1ccc(Br)s1
-3%	-0.7	2%	0	-11%	-19%	1%	4%	CCN(CC)c1ccc(CNc2nc3ccccc3n2CCN2CCCCC2)cc1
-14%	-2.3	2%	-1	1%	2%	-7%	5%	COC(=O)C(Cc1ccc(O)cc1)NC(=O)C(C)NC(=O)c1ccc(C(C)(C)C)cc1 (stereo not given)
